Luciferase inh – Photinus pyralis luciferase inhibition | purified P. pyralis luciferase, luminescence, biochemical | Potency, µM (highest dose often 115 µM), without a hit: at the highest dose activity change, negative = inhibition, usual class: inhibitors | 76,000 tested, 2.5% active | AID 1347043; note: potency is the fitted concentration of half-maximal effect; nearly all actives have a fitted effect of over 65% in size
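Purified P. pyralis luciferase (10nM final) in 50mM Tris acetate pH 7.5, 10mM Mg acetate, 0.01% Tween-20, 0.05% BSA with 10uM D-luciferin and 10uM ATP. Compounds titrated qHTS. Luminescence imaged on CCD.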
IP6K1 inhibitor – blocks human inositol hexakisphosphate kinase 1; activity change, % (series mostly up to about 58 µM); Q92551; 140,000 tested, 0.81% active; IP6K1 kinase, ADP-Glo luminescence, 2 h; active compounds read low; in the data active = activity change below about -25%
Target sequence (Q92551 whole entry, looked up): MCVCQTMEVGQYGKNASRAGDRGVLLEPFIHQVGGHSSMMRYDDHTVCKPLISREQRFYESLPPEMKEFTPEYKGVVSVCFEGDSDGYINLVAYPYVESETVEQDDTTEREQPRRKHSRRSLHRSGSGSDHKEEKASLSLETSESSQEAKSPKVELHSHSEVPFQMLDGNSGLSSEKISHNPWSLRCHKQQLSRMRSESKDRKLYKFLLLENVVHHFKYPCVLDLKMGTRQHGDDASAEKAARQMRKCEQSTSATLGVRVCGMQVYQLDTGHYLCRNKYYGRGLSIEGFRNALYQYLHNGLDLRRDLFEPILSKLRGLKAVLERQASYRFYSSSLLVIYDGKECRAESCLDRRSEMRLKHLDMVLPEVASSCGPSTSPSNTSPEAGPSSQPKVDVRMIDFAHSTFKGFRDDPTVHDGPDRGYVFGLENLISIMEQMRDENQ
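ADP-Glo luminescence measures ADP made by human IP6K1 during a 2 h RT reaction with ATP/IP6 (mix at 1.3 mM/130 uM); top library doses 57.5 and 19.1 uM final.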
SNCA viab count – cell viability loss counter-screen; HEK-293-SNCA-luc viability, GF-AFC fluorescence, 24 h; Potency, µM (top dose mostly 57.1 µM), for inactives: top-dose activity change, negative = cytotoxicity, most hits filed as cytotoxic; 150,000 tested, 0.12% active; AID 1671193;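 note: potency is the fitted concentration of half-maximal effect; 0% = DMSO-treated cells and -100% = medium-only wells without cells; nearly all actives have a fitted effect of over 30% in size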
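HEK-293-SNCA-luc cells (1500/well) plated 24 h, then exposed 24 h to a dilution series; GF-AFC added 30 min at 37C, fluorescence 405/540 nm; normalised to medium-only and DMSO wells, Hill fit.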
SNCA expr inh – inhibitors of alpha-synuclein (SNCA) gene expression; HEK-293 SNCA-luciferase knock-in, luminescence, 24 h; AID 1671194; 140,000 tested, 0.17% active; Potency, µM (highest dose often 57.2 µM), for inactives: at the highest dose activity change, negative = inhibition, most hits filed as inhibitors;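 note: potency is the fitted concentration of half-maximal effect; plate controls were DMSO cells for no effect and cell-free wells for full effect; nearly all actives have a fitted effect of over 45% in size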
GPT2 inh – GPT2 alanine aminotransferase inhibition; Q8TD30; Recombinant GPT2, coupled pyruvate oxidase/HRP Amplex Red fluorescence; Potency, µM (top dose mostly 57.7 µM), without a hit: at the highest dose activity change, negative = inhibition, usual class: inhibitors; 100,000 tested, 0.25% active; AID 1671188; note: potency is the fitted concentration of half-maximal effect; nearly all actives have a fitted effect of over 60% in size; many of its hits are not listed in these tables
Target sequence (Q8TD30 whole entry, looked up): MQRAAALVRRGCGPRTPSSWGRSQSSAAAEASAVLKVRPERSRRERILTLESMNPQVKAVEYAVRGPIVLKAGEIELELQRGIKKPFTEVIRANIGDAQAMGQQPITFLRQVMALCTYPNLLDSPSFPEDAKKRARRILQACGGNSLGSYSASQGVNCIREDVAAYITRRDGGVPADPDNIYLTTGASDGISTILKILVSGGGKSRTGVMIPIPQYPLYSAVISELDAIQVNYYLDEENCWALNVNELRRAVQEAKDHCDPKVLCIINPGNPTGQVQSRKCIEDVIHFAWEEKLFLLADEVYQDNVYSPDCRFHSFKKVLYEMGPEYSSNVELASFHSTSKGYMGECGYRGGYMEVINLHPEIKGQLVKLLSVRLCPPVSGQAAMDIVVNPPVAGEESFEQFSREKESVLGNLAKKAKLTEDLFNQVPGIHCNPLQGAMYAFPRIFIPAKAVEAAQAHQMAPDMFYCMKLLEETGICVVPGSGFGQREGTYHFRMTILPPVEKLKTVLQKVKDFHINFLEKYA
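Recombinant GPT2 (10ng/uL) with 250uM a-KG and 2mM L-alanine, 30 min at room temperature, in HEPES pH 7.5 buffer. Pyruvate detected by pyruvate oxidase/HRP/Amplex Red fluorescence after 30 min in the dark; AOA (50uM) as positive control.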
HEK293 tox – HEK 293 cell cytotoxicity; HEK 293 viability, ATP luminescence (CellTiter-Glo), 48-72 h; Potency, µM (top dose mostly 115 µM), for inactives: at the highest dose activity change, negative = cytotoxicity, actives largely listed as inhibitors; 94,000 tested, 6.6% active; note: potency is the fitted concentration of half-maximal effect; nearly all actives have a fitted effect of over 60% in size
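ATP-coupled CellTiter-Glo luminescence served as viability read-out, recorded 10 min after reagent addition at room temperature. HEK 293 cells, 250 cells/well, had been incubated with pintool-transferred compound for 48 or 72 hr at 37 degree Celsius.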
3T3 cytotox – cytotoxic compounds in NIH 3T3 cells; NIH 3T3 viability, CellTiter-Glo ATP luminescence, 48-72 h; Potency, µM (titrated, usually from 96.7 µM), for the others: top-dose activity change, negative = cytotoxicity, usual class: inhibitors; 94,000 tested, 4.3% active; AID 1345082; note: potency is the fitted concentration of half-maximal effect; nearly all actives have a fitted effect of over 55% in size
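NIH 3T3 cells at 400 cells/well received 23 nL of compound by pintool and were incubated 48 or 72 h at 37 °C. Viability was read as ATP-coupled CellTiter-Glo luminescence.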
Starred values were filed as active, the others as inactive; i = inactive; ? = inconclusive; nt = no result given; [ ] = another dose, or the depositor's remark. Unless noted, calls come from the whole dose curve; as a rule, active = well fitted curve in the direction sought with a large enough effect; inconclusive = small, poorly fitted or top-dose-only effect, or another doubt; inactive = no such curve, though single readings can be large; an effect the other way counts as inactive or inconclusive. Unless noted, % is set by controls: 0 for no effect and ±100 for the full control effect.

Order of results – Luciferase inh, IP6K1 inhibitor, SNCA viab count, SNCA expr inh, GPT2 inh, HEK293 tox, 3T3 cytotox
- CCNC(=O)[C@@H]1CCCN1[C@@H](C(=O)NC)C1CC1
    -0.5%[230 µM], -1.8, 2.2%[87.6 µM], 14.4%[87.6 µM], -6.5%[88.5 µM], i, 2.3%[230 µM]
- CCC(C(=O)N1CCN(c2cc(-c3cccs3)[nH]n2)CC1)c1ccccc1 (centres undefined)
    -2.8%, 13.5, 6.4%, -3.4%, i, ?, ?
- COc1ccc(C(=O)N2CCC(c3n[nH]c(=O)n3-c3ccccc3)CC2)cc1OC
    -7.6%, 4.9, 5.9%, 70.4%[activator], i, 3.3%, -22.9%
- CCOC(=O)c1cccc(NC(=O)C(CC(C)C)N2Cc3ccccc3C2=O)c1 (centres undefined)
    nt, 4.9, -14.2%, 6.4%, nt, nt, nt
- O=C(NCc1ccccc1)N1CC(Oc2cccc(-c3nc(-c4ccccc4)no3)c2)C1
    -29.7%, -0.1, -19.7%, 24.6%, i, 17.8µM*, ?
- O=C1CCCN1CCCN1C(=O)[C@H]2CN(Cc3ccc(Br)cc3)C[C@H]2C1=O
    -9.2%, -14.2, 15.7%, 4.7%, i, ?, ?
- O=C(NC1COC1)c1ccc2c(c1)C1(CCN(CC3CC3)C1)CN2Cc1ccccc1 (centres undefined)
    13.4%[172 µM], 1.1, -1.9%[87.6 µM], 1.0%[87.6 µM], -4.1%[88.5 µM], ?, -25.2%[138 µM]
- Cc1c2cnn(CC(=O)O)c(=O)c2c(C)n1Cc1cccc(Cl)c1
    nt, 4.6, 2.6%, ?, nt, nt, nt
- CC(=O)Nc1ccc(CN2CC[C@@H](c3ccc4c(c3)OCO4)[C@H](O)C2)cc1
    10.1%, 3.2, -6.5%, -23.9%, -7.2%, -27.0%, -14.9%
- Cc1ccc(OCC(=O)c2ccc3c(c2)N(CCCC(=O)N2CCOCC2)C(=O)CO3)c(Cl)c1
    ?, -1.7, -9.6%, 0.9%, -0.5%, -14.9%, -11.2%

Some of the entries above, reformatted:
SMILES,Luciferase inh,IP6K1 inhibitor,SNCA viab count,SNCA expr inh,GPT2 inh,HEK293 tox,3T3 cytotox
CC(=O)Nc1ccc(CN2CC[C@@H](c3ccc4c(c3)OCO4)[C@H](O)C2)cc1,10.1%,3.2,-6.5%,-23.9%,-7.2%,-27.0%,-14.9%
Cc1ccc(OCC(=O)c2ccc3c(c2)N(CCCC(=O)N2CCOCC2)C(=O)CO3)c(Cl)c1,?,-1.7,-9.6%,0.9%,-0.5%,-14.9%,-11.2%

The list continues.
Order of results – Luciferase inh, IP6K1 inhibitor, SNCA viab count, SNCA expr inh, GPT2 inh, HEK293 tox, 3T3 cytotox
- O=C(COc1ccc(F)cc1)N1CCCCC1c1nc(-c2cnccn2)n[nH]1 (centres undefined)
    nt, 9.0, -7.7%, 20.2%, -7.7%, i, -18.5%
- O=C(N1C[C@H](CO)C[C@H](CN2CCCC2)C1)C1(Cn2cccn2)CC1
    9.4%, 6.2, -1.9%, -8.9%, -2.0%, -1.7%, i
- Cc1ccccc1C(=O)N1CCC(N2CCCCCC2=O)CC1
    -4.3%[172 µM], 8.6, 14.0%[87.6 µM], 5.8%[87.6 µM], i, i, 1.7%[138 µM]
- CCN1CCN(Cc2c(O)ccc3cc(-c4ccc(OC)cc4)c(=O)oc23)CC1
    nt, 5.3, ?, -22.6%, nt, nt, nt
- Cc1cc(C)cc(NC(=O)c2ccc3c(c2)N(C)C2CCCCN2C3=O)c1 (centres undefined)
    ?, -11.0, 7.9%[12.5 µM], 51.8%[activator], i, ?, ?
- COc1cc(NS(=O)(=O)c2cc(Br)cc3c2N(C(C)=O)C(C)C3)cc(OC)c1 (centres undefined)
    nt, -10.1, 20.0%, ?, nt, nt, nt
- CN(c1ccccc1CNc1nc(Nc2ccc3c(c2)CC(=O)N3)ncc1C(F)(F)F)S(C)(=O)=O
    nt, -8.8, ?, nt, i, nt, nt
- Cc1ccc(-n2c(SCC(=O)Nc3cccc(C)c3)nc3c(oc4ccccc43)c2=O)cc1
    nt, 30.0, -3.5%, -7.4%, nt, nt, nt
- CSc1ccccc1C(=O)N(C)C1CCCN(CCCc2ccccc2)C1 (centres undefined)
    5.2%, 3.0, 0.4%, 9.6%, i, ?, -21.0%
- O=C(c1ccccc1F)N1CCC2(CC1)CN(Cc1ccccc1)CC2CO (centres undefined)
    1.9%, -1.8, -3.3%, -2.2%, -2.8%, 79.4µM*, ?
- CN1CCN(CCCNC(=O)c2ccc(N3CC4CC(C3)[C@H]3CCCC(=O)N3C4)nc2)CC1 (some centres undefined)
    -0.6%, 25.7, 0.0%, -22.9%, i, 4.1%, i
- O=C(NC1CCCN(C2CCCCCC2)C1)c1ccccc1C(F)(F)F (centres undefined)
    -5.1%, 8.2, -10.9%, ?, i, -9.0%, i
- O=C(CCCn1cncn1)N[C@H]1CCOC[C@H]1C1CCOCC1
    10.8%, 0.1, 3.6%, -16.5%, 2.6%, i, 2.1%
- CCOc1cc(=O)n2c(c1C(=O)NCc1ccc3c(c1)OCO3)CCCC2
    -3.6%, 13.4, 4.9%, 13.6%, i, -1.4%, 2.5%
- O=C1CN([S+](=O)([O-])c2ccc(F)cc2)CC(O)CN1Cc1cccc(F)c1 (centres undefined)
    nt, -2.8, nt, nt, nt, -29.7%, ?
- Cc1ccc(CN2CCN(C(=O)C3Cn4cccc4C(=O)N3Cc3cccnc3)CC2)cc1 (centres undefined)
    -5.3%, -3.0, 7.5%, 25.4%, -1.8%, -3.1%, -6.3%
- COCCc1noc([C@@H]2CN(Cc3ccc4c(c3)CCO4)C[C@H]2CO)n1
    -1.2%, 7.3, 4.0%, -13.9%, i, -21.1%, -17.9%
- Cc1ccc(S(=O)(=O)N(CC(=O)Nc2ccc(Cl)cc2Cl)c2ccccc2C)cc1
    nt, 5.8, 13.9%, -12.5%, nt, nt, nt
- COc1cc2c(cc1NC(=O)COc1ccc(Cl)cc1Br)oc1ccccc12
    nt, 1.1, -7.3%, -14.9%, nt, nt, nt
- O=C(CCc1cn(Cc2ccccc2F)c2ccccc12)NCc1ccc(Cl)cc1
    nt, 15.7, -3.0%, ?, nt, nt, nt
- O=C(c1cc2cc3ccc(Cl)cc3nc2o1)N1CCN(c2cccc(Cl)c2)CC1
    nt, 3.3, -0.3%, 33.1%[activator], nt, nt, nt
- CCCn1ncc(CN2CCCC23CCN(c2ncccn2)CC3)c1C
    -11.9%, 0.0, -0.3%, -10.9%, -11.6%, -5.6%, 3.9%
- CC(=O)N1CCN(C(=O)[C@@H]2Cc3cn(Cc4cc(C)on4)c4cccc(c34)[C@H](CC(C)C)N2)CC1
    4.0%, 8.4, -1.8%, 13.1%, -2.1%, i, -7.4%
- Cc1ccc(NC(=O)C2CCN(C(=O)c3sc4nc[nH]c(=O)c4c3C)CC2)cc1F
    nt, -6.3, -0.1%, 87.9%[activator], nt, nt, nt
- COc1ccccc1CN1CCC(N2CCCCCC2=O)CC1
    -2.0%[172 µM], 14.0, 0.6%[87.6 µM], 3.0%[87.6 µM], i, 3.2%[172 µM], -6.8%[138 µM]
- O=C(Nc1ccc(C2(C(=O)N3CCCCCC3)CCC2)cc1)C1CC1
    4.6%, 3.0, -9.5%, -13.3%, -4.0%, ?, -21.0%
- Cc1noc(-c2cn(C3CCN(C(=O)C(C)Oc4ccccc4)CC3)nn2)n1 (centres undefined)
    -0.7%, 21.9, 5.0%, 6.9%, -0.4%, -14.2%, -20.2%
- CCC1=Nc2cc(C(=O)NCc3ccc(C)cc3)ccc2Sc2ccc(C)cc21
    nt, -18.5, -6.4%, ?, nt, nt, nt
- CCCc1nc(C(=O)N2CCN(c3nc4ccccc4s3)CC2)cs1
    -4.4%, -20.0, -4.5%, -5.8%, -0.1%[11.5 µM], ?, ?
- COc1cccc([C@@H]2CN(C(=O)c3cc(C)oc3C)C[C@H]2C(=O)O)c1OC
    -4.6%, 2.7, -0.7%, -4.6%, 4.6%, -2.1%, -7.8%
- CCc1noc(C)c1C(=O)N1CCC(CCC(=O)NCc2cccc(C(F)(F)F)c2)CC1
    -5.7%, 13.7, -1.5%, -4.5%, i, ?, ?
- CCCN(CCC)C(=O)C1COC2(CCCCC2)N1C(=O)c1ccccc1 (centres undefined)
    3.8%, 3.9, -29.8%, -14.7%, 4.6%, -2.7%, -21.0%
- CSCC[C@@H]1NC(=O)c2cc(NC(=O)c3n[nH]c4c3CCC4)ccc2NC1=O
    -13.0%, 6.4, 6.3%, -21.0%, i, -4.2%, -0.6%
- COc1ccc(Cn2c(SCC(=O)N3CCN(c4ccc(F)cc4)CC3)nc3ccccc32)cc1
    nt, -9.9, -3.4%, 12.8%, nt, nt, nt
- COCCCNC(=O)C1CCN(c2cc(C)nc3c(-c4ccc(OC)c(OC)c4)c(C)nn23)CC1
    nt, -15.9, 13.3%, -24.8%, nt, nt, nt
- Cc1ccc(N(CC(=O)NCCc2ccc(Cl)cc2)S(=O)(=O)N(C)C)cc1
    nt, 16.5, -28.6%, -4.2%, nt, nt, nt
- C=CCNC(=O)c1cn2c(n1)CN(C(=O)OC)CC2
    nt, 1.2, -0.9%[87.6 µM], -4.0%[87.6 µM], i, i, i
- O=C(NCc1ccco1)N1CCc2c(nc(-c3ccc(F)cc3)[nH]c2=O)C1
    3.8%, 4.0, 4.3%, 0.9%, 0.5%, -5.8%, -15.7%
- O=C(c1cccc(Cl)c1)N1CCN(c2cc(-c3ccccc3)[nH]n2)CC1
    4.7%, 16.0, 2.9%, -14.5%, i, 44.7µM*, ?
- CCCCSCCCNC(=O)c1cn(C)c2ccc(S(=O)(=O)N3CCCC3)cc2c1=O
    nt, -3.9, 4.4%, 2.1%, nt, nt, nt
- CCOc1cccc2c1OC[C@@H]1CN(CCOC)C(=O)CCN(C(=O)c3cccc(OC)c3)[C@H]21
    nt, 1.2, nt, nt, nt, ?, -29.1%
- CCc1ccc(-n2c(=O)c3c4c(sc3n(CC(=O)NCCCOC)c2=O)CCC4)cc1
    nt, -4.9, 4.2%, -18.3%, nt, nt, nt
- O=C(Nc1cccc(Br)c1)c1cnc(-c2ccccc2)nc1-c1ccncc1
    21.0%, 5.5, -20.3%, ?, -14.2%, 39.8µM*, ?
- COc1cccc(CNC(=O)C2CCCN(c3ccnc4ccnn34)C2)c1 (centres undefined)
    nt, -7.2, -15.3%, -3.9%, 4.6%, ?, ?
- Cc1ccccc1-c1[nH]nc2ncc(-c3ccsc3)nc12
    -9.0%[230 µM], 20.8, -23.2%[87.6 µM], -33.4%[87.6 µM], 1.7%[88.5 µM], 31.6µM*, ?
- Cc1ccc(C(=O)N2CCC3(CCC(=O)N(Cc4ccccc4)CC3)CC2)s1
    -1.6%, 11.5, 5.3%, ?, 1.4%, ?, ?
- CCc1ccc(-c2[nH]nc3nc(-c4ccc(OC)cc4)cc(C(=O)NCCc4ccc(OC)c(OC)c4)c23)cc1
    nt, 7.6, -9.1%, 1.9%, nt, nt, nt

Source: PubChem (National Center for Advancing Translational Sciences (NCATS))
